Bcl-2 Bim block: human Bim-Bcl-2 interaction inhibition; P10415; Bead-based flow cytometry, Bim peptide-Bcl-2 binding; inhibition, % at 10 µM; actives 0.06% (n = 190,000); in the data active means inhibition above about 40%; inconclusive means no clear call, values can overlap the other calls;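 further: 0% = no compound wells with probe peptide and 100% = reference peptide inhibitor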
Target sequence (P10415 whole entry, looked up): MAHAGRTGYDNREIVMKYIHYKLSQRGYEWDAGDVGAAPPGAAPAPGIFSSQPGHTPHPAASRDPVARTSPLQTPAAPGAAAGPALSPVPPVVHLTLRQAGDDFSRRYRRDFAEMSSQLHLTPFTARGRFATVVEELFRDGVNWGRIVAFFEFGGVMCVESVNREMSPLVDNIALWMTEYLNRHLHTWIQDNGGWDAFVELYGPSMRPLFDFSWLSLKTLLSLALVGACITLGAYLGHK
RGS8-Gao: human RGS8-Galphao interaction regulation. multiplexed bead flow cytometry, RGS8-Galphao binding; actives lie on both sides. response (percent of control binding), % at 10 µM. actives 0.34% (n = 220,000). AID 1423; in the data active means response below about 60% or above about 140%; inactive means in between;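 further: Galphao activated as the GDP aluminium fluoride complex binding bead-coupled RGS8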
Target sequence (P09471 whole entry, looked up): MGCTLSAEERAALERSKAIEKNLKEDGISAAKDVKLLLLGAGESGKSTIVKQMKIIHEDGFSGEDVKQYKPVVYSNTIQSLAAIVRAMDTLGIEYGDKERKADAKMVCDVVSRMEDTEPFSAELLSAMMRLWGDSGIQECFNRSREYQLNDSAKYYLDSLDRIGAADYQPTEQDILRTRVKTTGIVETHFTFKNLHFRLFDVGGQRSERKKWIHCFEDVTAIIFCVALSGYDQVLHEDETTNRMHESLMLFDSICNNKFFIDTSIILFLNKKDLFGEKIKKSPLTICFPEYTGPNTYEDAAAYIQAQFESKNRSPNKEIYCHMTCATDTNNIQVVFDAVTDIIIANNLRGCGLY
Bim-Mcl-1: disrupts Bim peptide binding to human Mcl-1; Q07820; Bead-based flow cytometry, Bim peptide-Mcl-1 binding; inhibition, % at 10 µM; actives 0.1% (n = 190,000); AID 1009;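 further: 0% = no compound tracer wells and 100% = peptide blocker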
RGS4-Gao reg: human RGS4-Galphao interaction regulation; Multiplexed bead flow cytometry, RGS4-Galphao binding; actives lie on both sides; binding response (% of control), % at 10 µM; actives 0.33% (n = 220,000); P09471; in the data active means binding response below about 49% or above about 150%; inactive means in between;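 further: fluorescent Galphao activated with aluminum fluoride binding bead-coupled RGS4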
Bfl-1 Bim block: human Bim-Bfl-1 interaction inhibition. inhibition, % at 10 µM. actives 0.12% (n = 190,000). AID 1008. Bead-based flow cytometry, Bim-Bfl-1 binding inhibition;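 further: 0% = wells without compound plus tracer and 100% = blocker peptide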
Mcl1 Noxa PPI: Mcl-1/Noxa interaction inhibition. TR-FRET Mcl-1/Noxa peptide binding, 2 h. Q07820. actives 1.5% (n = 220,000). inhibition, % at 21.7 µM;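 active means compounds that cut the protein-peptide binding signal by more than 50% relative to plate controls in a single-dose test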;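 further: His-tagged Mcl-1 with rhodamine Noxa BH3 peptide and terbium anti-His antibody; 0% = Mcl-1 plus Noxa peptide wells and 100% = peptide-only wells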
Mcl1-Bid inh: Mcl-1/Bid interaction inhibition; AID 1021; Q07820; TR-FRET Mcl-1/Bid-Dy647 peptide binding, 1536-well; inhibition, % at 21.7 µM; actives 0.97% (n = 220,000);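 active means compounds that cut the binding signal by more than half at the single screening dose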;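 further: His-tagged Mcl-1 with europium anti-His antibody binding Bid BH3 peptide; 0% = Mcl-1 plus peptide wells and 100% = peptide-only wells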
Bim-Bcl-W: human Bim-Bcl-W interaction inhibition | Q92843 | bead-based flow cytometry, Bim peptide-Bcl-W binding | inhibition, % at 10 µM | actives 0.02% (n = 190,000) | AID 952;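 further: 0% = bound tracer without compound and 100% = peptide blocker; higher means less fluorescent Bim peptide bound to Bcl-W beads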
Target sequence (Q92843 whole entry, looked up): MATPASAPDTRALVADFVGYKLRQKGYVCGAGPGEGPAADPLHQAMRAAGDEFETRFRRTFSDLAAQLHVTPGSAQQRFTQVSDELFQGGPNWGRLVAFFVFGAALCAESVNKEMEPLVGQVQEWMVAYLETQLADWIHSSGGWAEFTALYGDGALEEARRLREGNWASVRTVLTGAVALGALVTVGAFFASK
RGS7-Gao: human RGS7-Galphao interaction regulation. AID 1439. actives 0.35% (n = 220,000). binding response (% of control), % at 10 µM. Multiplexed bead flow cytometry, RGS7-Galphao binding; actives lie on both sides. P09471; in the data active means binding response below about 49% or above about 150%; inconclusive means no clear call, values can overlap the other calls; inactive means in between;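 further: fluorescent Galphao held in activated GDP-AlF4 state binding bead-coupled RGS7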
Bcl-XL Bim block: inhibitors of Bim-Bcl-XL interaction, human; inhibition, % at 10 µM; AID 1007; Bim peptide-Bcl-XL binding, bead flow cytometry, fluorescence; actives 0.04% (n = 190,000); Q07817
Target sequence (Q07817 whole entry, looked up): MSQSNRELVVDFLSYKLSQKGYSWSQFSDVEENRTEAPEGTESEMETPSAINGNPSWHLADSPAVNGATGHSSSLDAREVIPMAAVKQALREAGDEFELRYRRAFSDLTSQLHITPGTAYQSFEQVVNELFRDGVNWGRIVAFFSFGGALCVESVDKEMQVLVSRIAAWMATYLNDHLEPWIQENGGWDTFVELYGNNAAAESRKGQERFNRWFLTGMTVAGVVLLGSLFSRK
Bcl-B Bim block: human Bim-Bcl-B interaction inhibition; Q9HD36; bead-based flow cytometry, Bim peptide-Bcl-B binding; inhibition, % at 10 µM; actives 0.073% (n = 190,000); AID 951;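 further: 0% = tracer peptide without compound and 100% = reference inhibitor peptide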
* hit, by the source's call; u = inconclusive; x = no result given. Unless noted, no stated cut-off is given here; in the data, active means inhibition above about 40%.

compound	Bcl-2 Bim block	RGS8-Gao	Bim-Mcl-1	RGS4-Gao reg	Bfl-1 Bim block	Mcl1 Noxa PPI	Mcl1-Bid inh	Bim-Bcl-W	RGS7-Gao	Bcl-XL Bim block	Bcl-B Bim block
Nc1cc(Cl)ccc1C(=O)OCC(=O)NC1CCS(=O)(=O)C1 (centres undefined)	4	92	4	100	5	-14	-5	8	95	1	5
CC1(C)OC(c2ccccc2)=C/C(=C/C=C2C(=O)c3ccccc3C2=O)O1	2	100	3	99	-2	13	-34	0	97	0	-12
COc1ccc([N+](=O)[O-])cc1CSc1nnc(NC(C)=O)s1	-2	99	0	97	-4	15	-25	0	112	-1	-4
O=C(CN1C2=NCCN2c2ccccc21)C12CC3CC(CC(C3)C1)C2	2	99	-1	103	1	15	-6	0	104	-8	2
CC1(C)CC(=O)C=C(NCCN2CCN(C(=S)Nc3ccc(F)cc3)CC2)C1	x	104	x	98	x	9	-32	x	u	x	x
CCN(CC)S(=O)(=O)c1ccc(NC(=O)c2cccs2)cc1	-3	104	-1	104	-7	24	-22	-1	100	-2	-5
COc1ccc(/C(C)=N/NC(=O)CNC(=O)CCc2ccccc2)c(OC)c1	x	100	x	97	x	-15	-30	x	u	x	x
C=CCOc1ccc(Cl)cc1CNCCCN1CCOCC1	-3	101	1	99	-6	3	-16	0	100	0	-3
O=C(NCc1cccnc1)c1cc([N+](=O)[O-])ccc1N1CCOCC1	5	100	0	97	-1	-4	-45	1	100	3	-1
CC(C)CN(CC(C)C)c1ccc(/C=N/n2cnnc2)cc1[N+](=O)[O-]	-1	99	1	101	-2	9	-6	-2	99	-2	1
CC(=O)Nc1ccccc1C(=O)C(=O)Nc1ccc(Cl)cc1	-5	102	-3	99	-6	-3	5	0	100	-2	-1
Cc1ccc(O)c(-c2cc(C(=O)Nc3c(C)n(C)n(-c4ccccc4)c3=O)[nH]n2)c1	-1	101	-5	101	-2	6	-6	-3	99	-4	-6
O=C(CCc1nnc(C2CCCCC2)o1)N1CCCCC1CCn1cccn1 (centres undefined)	-3	104	-3	104	-5	-4	-11	0	102	-1	-1
O=C1CC(N(O)C2CC(=O)N(Cc3ccccc3)C2=O)C(=O)N1Cc1ccccc1 (centres undefined)	-2	102	-1	101	-20	18	-10	-1	103	-6	-3
CC1CCCN(CCOc2ccc3ccccc3c2Br)C1 (centres undefined)	0	99	0	98	-3	9	5	1	93	0	-4

In a second layout: results already given.
structure: CC(=O)Nc1ccccc1C(=O)C(=O)Nc1ccc(Cl)cc1
  Bcl-2 Bim block = -5
  RGS8-Gao = 102
  Bim-Mcl-1 = -3
  RGS4-Gao reg = 99
  Bfl-1 Bim block = -6
  Mcl1 Noxa PPI = -3
  Mcl1-Bid inh = 5
  Bim-Bcl-W = 0
  RGS7-Gao = 100
  Bcl-XL Bim block = -2
  Bcl-B Bim block = -1

structure: Cc1ccc(O)c(-c2cc(C(=O)Nc3c(C)n(C)n(-c4ccccc4)c3=O)[nH]n2)c1
  Bcl-2 Bim block = -1
  RGS8-Gao = 101
  Bim-Mcl-1 = -5
  RGS4-Gao reg = 101
  Bfl-1 Bim block = -2
  Mcl1 Noxa PPI = 6
  Mcl1-Bid inh = -6
  Bim-Bcl-W = -3
  RGS7-Gao = 99
  Bcl-XL Bim block = -4
  Bcl-B Bim block = -6

(further entries)
compound	Bcl-2 Bim block	RGS8-Gao	Bim-Mcl-1	RGS4-Gao reg	Bfl-1 Bim block	Mcl1 Noxa PPI	Mcl1-Bid inh	Bim-Bcl-W	RGS7-Gao	Bcl-XL Bim block	Bcl-B Bim block
CCn1c(SCc2cccc(F)c2)nnc1-c1cccnc1	-6	99	2	98	-5	1	-16	-2	100	-3	-3
COC(=O)c1[nH]c2cccc(OC)c2c1NC(=O)CCN1CCSCC1	x	103	x	109	x	-9	-13	x	u	x	x
COCC(=O)NCc1ccc2c(c1)OCO2	-8	104	-6	99	-18	8	-11	-1	101	-7	-7
COc1cccc(OC)c1NC(=O)Cc1nn(C)c(=O)c2ccccc12	-2	102	-3	101	-1	-2	-11	0	101	0	-2
O=C(Cn1nc(-c2ccccc2)ccc1=O)NCCN1CCN(Cc2ccccc2)CC1	-4	112	-1	99	-2	3	-5	-6	103	-5	-2
CC1CCCCN1C(=O)c1ccc(COc2ccc([N+](=O)[O-])cc2)o1 (centres undefined)	-3	100	-3	101	-3	20	2	-4	103	-5	-3
COc1ccc(-c2csc(NCc3ccco3)n2)cc1C	1	98	-1	98	1	19	-35	0	101	0	-2
COc1ccc(OC)c(NC(=O)NCc2ccc(F)cc2)c1	-9	104	-3	105	-4	5	-31	-3	105	1	-6
O=C(c1ccc(F)cc1)n1cc(C(=S)N2CCOCC2)c2ccccc21	-5	98	-2	100	-7	6	-27	-1	98	-3	-9
O=C(Cn1cnc2ccccc2c1=O)NCc1ccc2c(c1)OCO2	-5	103	-3	102	-7	11	7	-6	104	-4	-7
COc1cccc(-n2nnnc2SCC(=O)NCCc2ccccc2)c1	-7	101	0	104	-11	-12	-25	0	102	-4	-7
O=C1CCCC/C1=C/Nc1ccc(S(=O)(=O)Nc2ncccn2)cc1	0	93	3	101	1	-10	-74	-1	98	-2	0
CNc1c([N+](=O)[O-])cnn1-c1ccc(Cl)cc1	-1	102	0	100	-1	-14	0	0	100	-1	-1
O=C(c1cc(S(=O)(=O)Nc2ccccc2F)c(Cl)cc1Cl)N1CCN(CCO)CC1	0	101	-2	95	0	15	14	-4	98	-3	0
Cc1nc2nc[nH]c2cc1Br	2	98	4	105	0	-7	-18	0	104	0	0
COc1ccc(N(C(=O)c2cccnc2)S(=O)(=O)c2cccc([N+](=O)[O-])c2)cc1	-2	102	0	104	-5	-8	-15	-1	99	-1	-1
CCN(CC)c1ccc([N+](=O)[O-])cc1C(=O)N1CCOCC1	1	99	-1	96	-3	17	-3	1	u	-1	-2
C=CCn1c(SCC(=O)NCCO)nc2sc(C)c(C)c2c1=O	-1	100	-4	103	0	33	-2	0	99	2	-6
CN1CC[n+]2cnc3ccccc3c21	-3	100	3	101	-7	26	-9	4	96	2	-9
C=CCc1cc(C=O)cc(OC)c1OCc1ccc(Cl)cc1	1	104	0	105	1	6	-10	1	105	0	0
CN(CCc1ccccn1)C(=O)Nc1ccc(C(C)(C)C)cc1	x	102	x	97	x	-13	-15	x	u	x	x
CCOC(=O)c1ccccc1NC(=O)CSc1nc2ccccc2n1CC(=O)N1CCCC1	-12	101	-7	101	-21	2	-2	-2	95	-15	-10
CNc1nc(C(=O)O)nc(N2CCOCC2)n1	1	101	0	97	-2	38	46	-4	96	-3	-4
Cc1ccc(C(=O)N/C(=C/c2ccccc2)C(=O)NCC2CCCO2)cc1 (centres undefined)	1	101	8	99	0	15	-31	-4	109	4	0
CCC(NC(=O)OC(C)(C)C)C(=O)Oc1ccc2c3c(c(=O)oc2c1)CCC3 (centres undefined)	-2	100	0	104	0	6	1	0	99	1	0
CN(c1ccccc1)S(=O)(=O)c1cccc(C(=O)Nc2nn[nH]n2)c1	x	101	x	94	x	-33	-8	x	u	x	x
O=C1CC(C(=O)N2CCOCC2)C2(CCCCC2)O1 (centres undefined)	-1	95	1	93	-10	14	-9	0	92	-1	-3
CCN(CCNC(=O)Nc1ccc(Cl)cc1)c1ccccc1	-4	103	-4	112	-3	14	-51	0	109	-3	-2
CC(C)(C)C(=O)NC(n1cnc2c(N3CCOCC3)ncnc21)C(Cl)(Cl)Cl (centres undefined)	0	101	1	99	-4	4	-15	4	102	2	0
COc1cc(Cl)c(C)cc1NC(=O)COc1cc(C)nc(C(C)C)n1	-11	103	-1	105	-14	5	-6	0	100	-7	-8
CCC(c1nnnn1Cc1ccc2c(c1)OCO2)N1CCN(CC)CC1 (centres undefined)	-3	98	9	96	-5	-9	-28	0	u	-1	-1
CCOc1ccc(N2C(=O)CC(NCc3ccc(S(N)(=O)=O)cc3)C2=O)cc1 (centres undefined)	x	99	x	93	x	-1	-13	x	u	x	x
Cc1nn(Cc2ccc(Cl)cc2)c(C)c1NC(=O)Cn1nc([N+](=O)[O-])c(Cl)c1C	21	100	0	98	9	-9	6	-4	96	-4	22
Cc1nc2sc(C(c3cccs3)N3CCN(Cc4ccccc4)CC3)c(O)n2n1 (centres undefined)	1	109	2	112	-4	13	-1	2	107	1	-1
O=S(=O)(c1ccccc1)c1nc(-c2cccs2)oc1NCCCn1ccnc1	-10	103	-5	107	-14	3	-5	-1	102	-28	-10
CSc1ccccc1C(=O)NCCOc1ccccc1C	0	104	-2	103	4	-11	-35	0	99	0	2
COc1ccccc1NC(=O)c1c(N=Cc2cccc([N+](=O)[O-])c2)cnn1C	x	101	x	97	x	8	-4	x	u	x	x
CCN1CCCC1CNC(=O)c1csc2c1CCCC2 (centres undefined)	-2	101	0	95	-3	2	-22	-1	93	-1	-2
CN(C)C(/C=C/Nc1cccc(Br)c1)=C(C#N)C#N	-2	99	-4	100	-5	-3	-29	-2	102	-2	0
COc1ccccc1NC(=O)CSc1nnc(Cc2cc(=O)[nH]c(=O)[nH]2)n1-c1ccccc1	-8	101	-1	101	-13	1	-8	1	102	-5	-11
Cc1ccc(C(=O)OCC(=O)Nc2ccc3c(c2)OCO3)cc1S(=O)(=O)N1CCOCC1	-1	102	-3	86	-4	11	-44	0	95	-5	-3
O=C(c1cnc2ccccn2c1=O)N1CCCc2ccccc21	-2	100	1	96	-4	10	-8	0	98	1	-5
Cc1ccnc(NC(=O)COc2ccc3oc4c(c3c2)CCCC4)c1	-1	89	2	85	-2	13	-6	0	101	1	0
COCCNC(=O)c1ccccc1NC(=O)c1ccccc1N(C)S(=O)(=O)c1ccccc1	0	104	1	104	-1	14	-13	0	103	0	0
CCOC(=O)CC1C(=O)NCCN1S(=O)(=O)c1ccc(F)cc1 (centres undefined)	-2	105	0	101	-4	7	-5	3	89	-1	-2
O=c1c(C(c2ccc(O)cc2)c2c(O)nc3n(c2=O)CCCS3)c(O)nc2n1CCCS2	-5	98	3	97	-9	52*	-88	0	96	2	-6
CC(=O)c1cccc(OCC(=O)N(C)CC(=O)Nc2ccc(F)cc2)c1	x	102	x	106	x	21	-55	x	u	x	x
CC(C)(C)c1ccc(OC(=O)c2ccc(-n3cncn3)nc2)cc1	-1	103	0	102	-7	-4	-10	1	101	0	-1

One compound at a time (already shown). Order of screens: Bcl-2 Bim block | RGS8-Gao | Bim-Mcl-1 | RGS4-Gao reg | Bfl-1 Bim block | Mcl1 Noxa PPI | Mcl1-Bid inh | Bim-Bcl-W | RGS7-Gao | Bcl-XL Bim block | Bcl-B Bim block
CCC(c1nnnn1Cc1ccc2c(c1)OCO2)N1CCN(CC)CC1 (centres undefined) is entered as -3 | 98 | 9 | 96 | -5 | -9 | -28 | 0 | u | -1 | -1
COc1ccccc1NC(=O)CSc1nnc(Cc2cc(=O)[nH]c(=O)[nH]2)n1-c1ccccc1 is entered as -8 | 101 | -1 | 101 | -13 | 1 | -8 | 1 | 102 | -5 | -11
Cc1nn(Cc2ccc(Cl)cc2)c(C)c1NC(=O)Cn1nc([N+](=O)[O-])c(Cl)c1C is entered as 21 | 100 | 0 | 98 | 9 | -9 | 6 | -4 | 96 | -4 | 22
COCCNC(=O)c1ccccc1NC(=O)c1ccccc1N(C)S(=O)(=O)c1ccccc1 is entered as 0 | 104 | 1 | 104 | -1 | 14 | -13 | 0 | 103 | 0 | 0
